Screens as filed in PubChem BioAssay.
Growth percent in the NCI-60 one-dose screen (48 h, 10 µM unless noted): 100 = growth as untreated, 0 = no growth, -100 = all killed.
UACC-62: UACC-62 melanoma; actives 5.4% (n = 81,000)
LOX IMVI: LOX IMVI melanoma. actives 7.4% (n = 79,000). AID 1794757
SK-MEL-2: SK-MEL-2 melanoma; actives 4.7% (n = 77,000)
SK-MEL-28: SK-MEL-28 melanoma | actives 4.1% (n = 81,000) | AID 1794761
MALME-3M: MALME-3M melanoma. actives 5.8% (n = 78,000). AID 1794766
UACC-257: UACC-257 melanoma. actives 4.4% (n = 78,000)
MDA-MB-435: MDA-MB-435 melanoma; actives 7.8% (n = 82,000)
SK-MEL-5: SK-MEL-5 melanoma; actives 6.4% (n = 80,000)
Numbers without * were called inactive; x = not tested or not shown; & = joins results of further samples. Rule for the calls: active = growth percent below 10; inactive = the rest.

SMILES	UACC-62	LOX IMVI	SK-MEL-2	SK-MEL-28	MALME-3M	UACC-257	MDA-MB-435	SK-MEL-5
O=c1[nH]nc(-c2cc(Cl)ccc2I)c(=O)[nH]1	95	99	94	115	88	110	103	94
N#CC1C(=O)NC(=O)C(C#N)C12c1ccccc1Oc1ccccc12 (configuration not stated)	83	102	125	112	107	105	108	93
COc1ccc(-n2c(SCc3cc(OC)c(OC)c(OC)c3)nc3ccc(C)cc3c2=O)c(OC)c1	24	32	x	41	26	x	-55*	18
CCOC(=O)C(Cc1ccc(O)cc1)NC(C)=O (configuration not stated)	102	105	130	106	116	95	96	95
CC(OC(C)c1ccccc1)c1ccccc1 (configuration not stated)	121	105	x	117	107	107	106	101
O=C(NCCO)C(F)(F)F	102	103	105	111	96	99	108	115
Oc1ccc2ccccc2c1N=Nc1nccs1	0.0*	5.3*	153	38	29	66	35	75
COc1ccccc1CC(CC(=O)O)C(=O)O (configuration not stated)	101	95	111	111	106	101	116	x
c1ccc(CNc2nc(Nc3ccccc3)nc3ccccc23)cc1	27	60	22	-35*	-7.7*	14	12	55
Cn1[nH]cc(/C=N/C(N)=O)c1=O	105	96	109	115	121	119	119	x
COC(=O)c1c(C(=O)OC)c2c(-c3ccccc3)cc3cccc1n32	72	89	97	97	108	98	95	88
O=C1C(Nc2ccc(Br)cc2)=C(I)C(=O)c2ncccc21	9.5*	-3.0*	79	64	-6.2*	49	-79*	-18*
O=C(O)Cc1ccc(N2N=C(c3ccccc3)CC2=O)cc1	95	98	98	106	108	85	111	101
COc1cc(CCC(C)=O)ccc1OC(=O)c1c(-c2c(F)cccc2Cl)noc1C	75	92	97	112	96	x	97	98
CS(=O)(=O)c1cccc(-c2c(-c3cccc(OCc4ccccc4)c3)nc3sccn23)c1	48	74	101	104	118	105	93	86
CC(=O)c1ccc(OCc2cn(CC(=O)Nc3nc4ccccc4s3)nn2)cc1	97	93	100	99	93	108	107	100
S=C(Nc1ccccc1)Nc1ccc(Nc2ncnc3sc4c(c23)CCNC4)cc1	99	86	x	131	111	101	112	100
O=C(Cc1ccccc1)NNC(=O)Cc1ccccc1	102	100	107	107	98	105	102	101
ONc1ccc(-c2cnc(Cc3ccc4c(c3)OCO4)o2)cc1	120	106	72	115	109	98	93	121
CC1OC(O[C@H]2CC[C@]3(C)[C@H]4CC[C@@H]5[C@H]6[C@H]7OC[C@@]6(CCC7(C)C)CC[C@@]5(C)[C@]4(C)CC[C@H]3C2(C)C)C[C@@H](O)[C@H]1O (some centres not stated)	90	93	100	101	x	89	103	97
CN(C1c2ccccc2Oc2ccccc21)S(=O)(=O)c1ccc(Br)cc1	75	93	91	93	94	98	106	91
Cc1ccc(Nc2nc3sc4cc(Cl)c(Cl)cc4n3c(=O)c2C#N)cc1	89	98	107	134	126	130	126	84
COC(=O)c1ccc(NC(=S)N2CCc3ccc([N+](=O)[O-])cc3C2)cc1O	99	x	122	106	95	109	111	100
COC(=O)C(=O)C1CCc2cc(OC)ccc2C1=O (configuration not stated)	92	95	118	116	113	107	114	109
O=C1NC(=O)C(=Cc2cc(-c3ccc(Br)cc3)n(-c3ccccc3)n2)C(=O)N1	85	90	105	93	91	101	94	93
CCCCCCCCOc1ccc(/C=N/Nc2cc(C)nc3ccc(Cl)cc23)cc1	91	-91*	96	64	91	116	-20*	96
CC(C)N(CCC#N)c1c(N2CCOCC2)ssc1=O	108	96	92	97	70	96	93	107
CCCCCCCCCCCCCCCCCCNC(=O)Nc1cc(C(C)C)c(O)cc1C	96	94	100	114	100	82	108	96
O=Cc1ccc(Cl)c(Cl)c1	102	95	x	107	99	96	110	110
Cc1cc(C)c(N=Nc2no[n+]([O-])c2C#N)c(C)c1	86	39	83	108	101	80	94	96
CCCCCCCCC(=O)OC(CCC1CCCO1)CCC1CCCO1 (configuration not stated)	105	101	97	101	93	x	104	105
Oc1cccc(-c2nc(-c3nn(CN4CCNCC4)c(=S)o3)cc3c2[nH]c2ccccc23)c1	96	96	99	99	101	105	101	100
O=C(/C=C/c1cccc(Cl)c1)c1cccc(OCCCCOc2cccc(C(=O)/C=C/c3cccc(Cl)c3)c2)c1	73	30	103	99	97	90	71	99
COc1ccc(-n2ncn(Cc3ccc(Cn4cnn(-c5ccc(OC)cc5)c4=O)cc3)c2=O)cc1	76	x	96	98	106	95	99	101
c1csc(Cn2c(-c3cccs3)nc3ccccc32)c1	77	82	114	90	105	98	94	82
C=CC(C)(C)[C@]1(C[C@@H]2NC(=O)C3CCCN3C2=O)C(=O)Nc2cc(O)ccc21 (some centres not stated)	94	96	119	111	99	89	117	99
FC(F)(F)c1ccc2c(Nc3cccc(C4CC(c5ccc(Cl)cc5)=NN4c4ccccc4)c3)ccnc2c1 (configuration not stated)	93	92	89	97	95	91	104	91
CNC(=O)C1CCC(=O)N1Cc1c[nH]c2ccccc12 (configuration not stated)	103	91	x	111	95	x	110	100
O=S(=O)(NCCNc1nccc(-n2cnc3ccccc32)n1)c1ccccc1	78	95	115	108	101	107	109	96
CCCCC(C(=O)OCC)(C(=O)OCC)C(C)CC (configuration not stated)	101	108	109	114	106	86	118	116
COc1ccc(-n2c(=O)sc3c(Cl)nc(C)nc32)c(OC)c1	78	29	99	83	101	85	70	98
Cc1cc2nnc3c4ncccc4c(C#N)n3c2cc1C	89	97	x	116	106	112	111	102
CCCCNC1CC[C@@]2(C)[C@@H](CC[C@@]3(C)[C@H]2C(=O)C[C@H]2/C(=C(\CCC=C(C)C)C(=O)O)[C@@H](OC(C)=O)C[C@@]23C)[C@@H]1C (some centres not stated)	93	100	105	108	101	101	103	100
Cn1c(=O)c2c(nc3n2CCN(CCc2ccc(OCCN4CCOCC4)cc2)C3)n(C)c1=O	99	97	101	111	106	x	105	94
CCOC(=O)c1ccc(N(CCC2CO2)S(=O)(=O)c2ccc(C)cc2)cc1 (configuration not stated)	92	85	104	107	129	111	98	106
O=C1C(C2SC(=S)N(CCc3ccccc3)C2=O)SC(=S)N1CCc1ccccc1 (configuration not stated)	94	x	103	99	97	99	99	98
Cc1ccc(NC(=O)N(C)C)c(C)c1	88&97	88&96	105&104	106&104	100&102	107&107	102&101	103&98
CCNC(=O)Nc1ccc(NC(=O)c2[nH]c(C)c(Cl)c2Cl)c(OC(C)C)c1	92	93	108	100	88	105	100	94
CCN(CC)CCCNc1ccnc2cc3ccccc3cc12	70	54	57	65	41	75	87	51
O=C1/C(=C/c2ccc(Br)cc2)SC(=NC2CCCCC2)N1Nc1ccccc1	74	120	104	100	101	93	87	71
CC1(O)C(c2ccccc2)=C(c2ccccc2)c2ccccc21 (configuration not stated)	48	78	100	81	109	92	76	58
Nc1ccc(O)cc1	85	93	161	117	116	70	101	108
N/C(=N\C(N)=N\c1nc2ccccc2s1)c1ccc2ccccc2c1	93	-46*	98	96	91	109	89	97
O=C(Nc1ncc(Cc2cc(C(F)(F)F)ccc2Cl)s1)c1cccs1	46	59	45	67	51	73	1.2*	38
COc1ncc(-c2ccc3nccc(-c4ccnnc4)c3c2)cc1NS(=O)(=O)c1ccc(F)cc1F	-67*	-43*	x	-17*	-34*	-36*	-78*	-96*
Nc1ccc(-c2cc(-c3ccccn3)n(C=O)n2)cc1	120	89	123	116	89	102	98	114
O=C(/C=C/c1ccc(C(F)(F)F)cc1)c1ccc(Nc2nc(NCCO)nc(Nc3ccc(Cl)cc3)n2)cc1	62	0.5*	100	73	96	92	48	85
Cc1ccccc1N1CCN(C(=S)c2cccs2)CC1	90	96	106	101	76	90	97	83
C=C1C(=O)O[C@H]2[C@H]1CC/C(C=Nc1ccc(C(F)(F)F)cc1N)=C\CC[C@@]1(C)O[C@@H]21	x	-49*	-18*	x	-13*	13	0.4*	x
Cc1ccc(-c2[nH]ncc2CNCCSc2nccn2C)cc1	86	100	103	100	98	92	106	103

In another format: 13 of the compounds above.
Value order – UACC-62, LOX IMVI, SK-MEL-2, SK-MEL-28, MALME-3M, UACC-257, MDA-MB-435, SK-MEL-5
COc1ccc(-n2c(=O)sc3c(Cl)nc(C)nc32)c(OC)c1
 : 78, 29, 99, 83, 101, 85, 70, 98
Cc1cc2nnc3c4ncccc4c(C#N)n3c2cc1C
 : 89, 97, x, 116, 106, 112, 111, 102
CCCCNC1CC[C@@]2(C)[C@@H](CC[C@@]3(C)[C@H]2C(=O)C[C@H]2/C(=C(\CCC=C(C)C)C(=O)O)[C@@H](OC(C)=O)C[C@@]23C)[C@@H]1C (some centres not stated)
 : 93, 100, 105, 108, 101, 101, 103, 100
Cn1c(=O)c2c(nc3n2CCN(CCc2ccc(OCCN4CCOCC4)cc2)C3)n(C)c1=O
 : 99, 97, 101, 111, 106, x, 105, 94
CCOC(=O)c1ccc(N(CCC2CO2)S(=O)(=O)c2ccc(C)cc2)cc1 (configuration not stated)
 : 92, 85, 104, 107, 129, 111, 98, 106
O=C1C(C2SC(=S)N(CCc3ccccc3)C2=O)SC(=S)N1CCc1ccccc1 (configuration not stated)
 : 94, x, 103, 99, 97, 99, 99, 98
Cc1ccc(NC(=O)N(C)C)c(C)c1
 : 88&97, 88&96, 105&104, 106&104, 100&102, 107&107, 102&101, 103&98
CCNC(=O)Nc1ccc(NC(=O)c2[nH]c(C)c(Cl)c2Cl)c(OC(C)C)c1
 : 92, 93, 108, 100, 88, 105, 100, 94
CCN(CC)CCCNc1ccnc2cc3ccccc3cc12
 : 70, 54, 57, 65, 41, 75, 87, 51
O=C1/C(=C/c2ccc(Br)cc2)SC(=NC2CCCCC2)N1Nc1ccccc1
 : 74, 120, 104, 100, 101, 93, 87, 71
CC1(O)C(c2ccccc2)=C(c2ccccc2)c2ccccc21 (configuration not stated)
 : 48, 78, 100, 81, 109, 92, 76, 58
Nc1ccc(O)cc1
 : 85, 93, 161, 117, 116, 70, 101, 108
N/C(=N\C(N)=N\c1nc2ccccc2s1)c1ccc2ccccc2c1
 : 93, -46*, 98, 96, 91, 109, 89, 97

(next part)
SMILES	UACC-62	LOX IMVI	SK-MEL-2	SK-MEL-28	MALME-3M	UACC-257	MDA-MB-435	SK-MEL-5
Nc1ccc(/C=C/c2ccc3ncccc3c2)cc1	80	86	113	107	133	111	101	91
CC(=O)Nc1scc[n+]1Cc1ccccc1	114	88	x	109	130	107	110	117
Nc1ncnc2c1ncn2C1(CO)OCC(O)C(O)C1O (configuration not stated)	105	94	94	105	99	101	107	103
COC1=CC(c2ccc[nH]2)=N/C1=C\c1[nH]c(C)c(CC(=O)NCc2ccccc2)c1C	-31*	-76*	17	22	-42*	-19*	16	-64*
Brc1ccc(N/N=C/c2ccc(-n3cccn3)cc2)cc1	92	89	92	113	101	116	106	105
CCn1cc(C2=C(c3cccc4ccccc34)C(=O)N(O)C2=O)c2cc(Br)ccc21	97	59	103	110	127	121	99	90
Cc1ccc(NC(=O)C2CC(CN3CCN(C)CC3)C2)cc1Nc1nccc(-c2cccnc2)n1 (configuration not stated)	107&109	97&97	92&92	100&101	106&99	115&113	96&97	x
CCOC(=O)c1cc(C(=O)c2ccc(Br)cc2)n2ccccc12	89	92	102	111	100	96	102	92
CC(CCC(=O)O)C1CCC2C3CCC4CC(O)CCC4(C)C3CC(O)C12C (configuration not stated)	99	101	102	105	119	97	116	101
O=C(NNc1nc2cc(F)ccc2n2c(C(=O)N3CCN(C4CC4)CC3)ccc12)c1ncccn1	9.3*	14	57	31	33	20	41	x
OC(c1ccccc1)c1ccc(Cl)cc1 (configuration not stated)	102	105	115	109	100	102	104	105
COc1ccc(C2C=C(c3ccc(Cl)cc3)N=C3SC=CN32)cc1OC (configuration not stated)	105	100	122	103	101	103	121	112
CC1(C)CC(O)CCCCCCOc2c(CN)cccc2NC(=O)c2nc(cnc2N)-c2ccc(cc2)S1(=O)=O (configuration not stated)	41	13	25	43	-71*	22	20	-32*
O=C1c2ccccc2C(=O)N1Cc1cccc([N+](=O)[O-])c1	98	112	120	108	110	103	93	109
Cc1cc(=O)[nH]c2ccc(S(=O)(=O)Nc3ccccc3)cc12	92	85	x	90	95	91	93	99
COc1cccc(/C=C2\C(=N)N=C(SCc3nc4ccccc4[nH]3)NC2=O)c1	91	81	107	98	91	103	101	95
CC1=C(C)C(=O)C(Nc2ccc(C(=O)OC(C)(C)C)cc2)=C(Cl)C1=O	93	103	107	100	98	101	102	100
CCN1C(=O)N(CC)C2C1N=C(SC)N2/N=C/c1ccccc1F (configuration not stated)	89	96	106	111	111	115	102	98
Cc1cc(CSc2ccccc2C(=O)N2CCN(Cc3nc4ccccc4s3)CC2)no1	83	85	103	107	91	x	106	90
O=C(CSc1nnc(-c2ccccc2)o1)NC1=NN=C(c2ccc(Cl)cc2)CS1	97	101	109	110	99	80	101	105
COc1cc2nc3sc(C(=O)Nc4ccc(C(=O)OC(C)C)cc4)c(C(=O)Nc4ccc(Cl)cc4C)n3c(=O)c2cc1OC	68	70	110	101	44	118	76	73
CC(c1cc(Cl)ccc1O)c1cc(Cl)ccc1O	45	30	-17*	33	16	33	-2.5*	7.9*
O=C(Cn1c[n+](CC(=O)c2ccc(Cl)cc2)c2ccccc21)Nc1cccc2cccnc12	68	90	98	78	x	57	88	94
COc1ccc(/C=C2\S/C(=N\N=C(c3ccccc3)c3ccccc3)NC2=O)cc1	80	94	88	105	100	77	90	94
C[n+]1c2ccccc2cc2ccccc21	90	94	97	101	105	x	93	100
OCC1OCOC(CO)C1O (configuration not stated)	108	100	102	111	104	100	111	94
O=C(O)c1cc(/C=C/c2ccccc2)c2sc(=O)[nH]c2n1	87	100	106	107	111	85	106	99
COc1ccc(C(=S)N2CCN(c3ccccc3Cl)CC2)cc1OC	89	93	101	103	91	104	92	96
O=c1[nH]c(-c2ccc(F)cc2)cc2cc(F)ccc12	92	99	87	110	83	72	77	90
NNc1c(Cl)cc(Cl)cc1Cl	98	97	104	108	120	97	116	99
